# Assay outcomes: PubChem, several laboratories
# CHT PAM: allosterically activates the human high affinity choline transporter; Q9GZV3; CHT-expressing cells, membrane potential dye, choline EC20; stronger effect = higher value; LV-AA mutant CHT in HEK293 cells; B-score at 10 µM; hit rate 0.49% among 310,000;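 active = initial fluorescence not abnormally high and integrated response B-score, plate-corrected, over 3 SD above library mean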
# Target sequence (Q9GZV3 whole entry, looked up): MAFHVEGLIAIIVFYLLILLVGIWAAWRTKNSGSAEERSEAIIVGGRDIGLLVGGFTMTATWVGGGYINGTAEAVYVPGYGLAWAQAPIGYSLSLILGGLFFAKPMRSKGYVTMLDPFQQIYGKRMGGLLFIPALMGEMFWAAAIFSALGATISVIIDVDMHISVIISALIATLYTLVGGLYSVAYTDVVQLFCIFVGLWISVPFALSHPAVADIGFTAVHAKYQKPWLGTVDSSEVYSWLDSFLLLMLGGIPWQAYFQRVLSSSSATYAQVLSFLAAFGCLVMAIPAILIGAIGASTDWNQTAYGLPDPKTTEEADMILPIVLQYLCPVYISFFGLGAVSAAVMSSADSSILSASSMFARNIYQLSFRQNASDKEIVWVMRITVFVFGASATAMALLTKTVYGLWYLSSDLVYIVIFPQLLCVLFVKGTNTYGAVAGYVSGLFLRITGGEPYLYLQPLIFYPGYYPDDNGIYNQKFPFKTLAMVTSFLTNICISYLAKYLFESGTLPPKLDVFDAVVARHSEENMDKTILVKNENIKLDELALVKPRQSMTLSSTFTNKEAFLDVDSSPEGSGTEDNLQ
# OX1R antagonist: antagonists of human orexin 1 receptor; O43613; CHO/OX1R cells, Fluo-8 calcium fluorescence, orexin A; inhibition, % at 5 µM; hit rate 0.43% among 330,000;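 active = inhibition above its plate's threshold, mean inhibition of all tested compounds on the plate plus 3 SD, cut at about 37% in these data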;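 note: 0% = orexin A challenge wells and 100% = SB-334867-A antagonist wells; not every result past the cut was called active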
# Target sequence (O43613 whole entry, looked up): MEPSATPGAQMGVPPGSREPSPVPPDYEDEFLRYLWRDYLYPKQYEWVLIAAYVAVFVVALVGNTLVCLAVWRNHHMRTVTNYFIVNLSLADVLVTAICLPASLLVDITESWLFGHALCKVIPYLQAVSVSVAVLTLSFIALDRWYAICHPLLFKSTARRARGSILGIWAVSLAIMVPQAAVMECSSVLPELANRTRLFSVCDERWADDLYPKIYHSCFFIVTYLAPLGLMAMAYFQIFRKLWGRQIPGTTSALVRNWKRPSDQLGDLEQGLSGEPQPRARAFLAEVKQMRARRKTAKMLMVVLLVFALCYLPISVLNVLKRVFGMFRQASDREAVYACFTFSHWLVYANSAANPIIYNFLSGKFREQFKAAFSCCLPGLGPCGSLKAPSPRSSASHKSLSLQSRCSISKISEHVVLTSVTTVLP
# Starred values were filed as active, the others as inactive; i = inactive; / = not tested or not shown.
SMILES	CHT PAM	OX1R antagonist
Cc1ccc2c(c1)c1c(n2CC(O)Cn2ccnc2C)C(=O)CCC1 (stereo not given)	i	-21
CCCCn1c(N)c(N(CC(C)C)C(=O)c2ccc(F)c(S(=O)(=O)N3CCOCC3)c2)c(=O)[nH]c1=O	i	-10
CCC(C)Nc1nc2c(c(=O)n(C)c(=O)n2C)n1Cc1ccc(Cl)cc1 (stereo not given)	i	-36
COc1ccc2[nH]c3nc(SCC(=O)Nc4cccc(NC(C)=O)c4)nnc3c2c1	i	-13
COc1ccc(N2CCN(C3CC(=O)NC3=O)CC2)cc1 (stereo not given)	i	-14
CCOc1ccc(N(CC(=O)NC2CCCC2)S(=O)(=O)c2c(C)[nH]c(=O)[nH]c2=O)cc1	i	8
COc1ccc(Cn2c(=S)[nH]c3cc(C(=O)NCc4cccnc4)ccc3c2=O)cc1	i	-11
N#CC(CC(=O)c1ccc(F)cc1)c1ccc2c(c1)OCO2 (stereo not given)	i	-13
CCOC(=O)c1csc(NC(=O)CN2CCCCC2)n1	i	0
Cc1cc(SCC(=O)c2cccs2)n2nc(C)c(-c3ccccc3)c2n1	i	-32
CCCCN(C)CCCNC(=O)CC1Oc2ccccc2NC1=O (stereo not given)	i	-8
O=C(NCCCn1ccnc1)C(=O)c1cn(CC(=O)N2CCCCCC2)c2ccccc12	i	-13
CC(C)(C)NCC(O)(c1ccc(Cl)cc1)c1ccc(Cl)cc1	i	-33
CCOc1cc(CNCc2ccccn2)cc(Cl)c1OCC	i	-33
COc1ccc(OCCCC(=O)Nc2cccnc2)cc1	i	-5
CCN1C(=O)[C@@H]2[C@@H](c3ccc(-c4ccc(OC)cc4)c(OC)c3)N3CCC[C@@]3(C(=O)OC)[C@@H]2C1=O	i	-26
CCCC(=O)Nc1c2c(nn1-c1ccc(C)cc1)CS(=O)(=O)C2	i	-2
Cc1cc(C)nc(Nc2n[nH]c(-c3cccc4ccccc34)n2)n1	i	22
O=S(=O)(Nc1cc(Sc2cccc3cccnc23)c(O)c2ccccc12)c1ccc(F)cc1	i	46
Clc1ccc(C2=NCCN2)cc1	i	-7

# Whole records, looked up by structure.
# `CCOC(=O)c1csc(NC(=O)CN2CCCCC2)n1` across the screens: CHT PAM: i; OX1R antagonist: 0
# `Cc1ccc2c(c1)c1c(n2CC(O)Cn2ccnc2C)C(=O)CCC1` (stereo not given) across the screens: CHT PAM: i; OX1R antagonist: -21

# Other compounds.
SMILES	CHT PAM	OX1R antagonist
CC[C@H](CO)Oc1cc(NCc2ccc(Cl)c(Cl)c2)c2ncn(C(C)C)c2c1	/	-14
O=S(=O)(NCCC1=CCCCC1)c1cccc(S(=O)(=O)N2CCOCC2)c1	i	-22
Clc1ccc(CNc2ccc3nnc(-c4ccccc4)n3n2)cc1	i	-20
Cc1ccnc(NC(=O)CCC(=O)N(CC(=O)NCc2ccc(F)cc2)CC2CCCO2)c1 (stereo not given)	i	-21
CC(=O)c1ccc(NC(=O)COC(=O)CCC(=O)c2cccs2)cc1	i	-6
CCCn1c(C)cc(/C=C(\C#N)C(=O)OCC(=O)NC(=O)NC(C)(C)C)c1C	i	-25
NS(=O)(=O)c1ccc(CCn2c(=S)[nH]c3ccccc3c2=O)cc1	i	-10
CCN(CC)C(=O)[C@H]1CC(CC(=O)NCc2cccc(C(F)(F)F)c2)C(=O)N2CCc3c([nH]c4ccccc34)[C@]12C (stereo not given in full)	/	-17
O=C(/C=C/c1ccccc1)NCCc1ccccc1	i	-25
CCCNC(=O)COC(=O)c1cccnc1Nc1ccccc1F	i	-3
COc1ccc(C(=O)/C=C/c2ccc(OCc3ccccc3)cc2)cc1CSCC(=O)O	i	/
CCOC(=O)c1ccc(S(=O)(=O)N2CCN(c3ccccn3)CC2)cc1	i	2
COc1ccc(C)cc1NC(=O)CCS(=O)(=O)c1cccc2nonc12	i	-11
Cc1ccc(C)c2[nH]c(=O)c(CN(Cc3cccnc3)C(=S)NCc3ccco3)cc12	i	-30
O=C(/C=C/c1cccc(Cl)c1)NCc1ccncc1	i	-3
Cc1cc(/C=N/NC(=O)c2ccccn2)c(C)n1-c1cccc([N+](=O)[O-])c1	i	-19
CCCCCCCNC(=O)CN1N=C(c2ccc(C)cc2)CCC1=O	i	-36
CC(C)c1nc2sc3c(=O)n(N)cnc3c2c2c1COC(C)(C)C2	i	2
CC(=O)Oc1ccc(C(=O)[C@H]2[C@H]3C(=O)N(c4ccc(C)cc4)C(=O)[C@H]3[C@@H]3C=CC=NN32)cc1	i	-17
Cc1ccc(NC2Sc3ccccc3NC2=O)cc1 (stereo not given)	i	-14
CCOC(=O)C1(CC2CCCCO2)CCN(C(=O)NCc2ccccc2)CC1 (stereo not given)	i	-30
CC(C)Cn1c(=S)[nH]c2ccccc2c1=O	i	-29
CCOC(=O)c1cc(-c2ccc(OC)cc2)n(CCC(=O)NCCN2CCC(C)CC2)c1C	i	-20
O=C(Nc1cccc(F)c1)N1CC=C(n2c(=O)[nH]c3ccccc32)CC1	i	-7
Cc1cc(Cl)c2oc(C(=O)N(C)CCCCN3CCOCC3)c(C)c2c1	i	-27
CCOC1(c2ccccc2)OC(=O)c2ccccc21 (stereo not given)	i	-6
O=Cc1cnc(N2CCN(Cc3ccccc3)CC2)s1	i	-10
Cc1ccc(C)c(Oc2cc(NN3CCCCC3)c([N+](=O)[O-])cc2[N+](=O)[O-])c1	i	-9
CC(CO)N1CCS(=O)(=O)CC1 (stereo not given)	i	-7
CCOc1ccc(NC(=O)CN2CCN(CC(=O)Nc3ccc4c(c3)OCCO4)CC2)cc1	i	-24
Cc1cc(C(C)(C)C)c(OC(=O)[C@@H]2OC(c3ccccc3)=C[C@H]2c2ccccc2)c(C(C)(C)C)c1	/	-12
CC(C)Cn1c(=O)c(C(=O)NCc2ccc3c(c2)OCO3)c(O)c2ccccc21	i	-34
COc1cc2c(cc1OC)CN(CC(=O)Nc1ccc3c(c1)OC(F)(F)O3)CC2	i	-21
O=C(CCNS(=O)(=O)c1cccc2nonc12)N1CCN(c2cccc(Cl)c2)CC1	i	-13
CC(C)(C)c1cc(NS(=O)(=O)c2ccc3c(c2)OCCO3)on1	i	3
O=C(NCc1n[nH]c(=S)n1-c1cccc(C(F)(F)F)c1)c1ccc(S(=O)(=O)N2CCCCC2)cc1	i	-11
CC(C(=O)NC(c1ccccc1)c1ccccc1)N1CCOCC1 (stereo not given)	i	-7
Cc1c(C(=O)Oc2cccc3ccccc23)cnn1-c1ccccc1	i	-11
O=C(N=C1SC2CS(=O)(=O)CC2N1Cc1ccc(F)cc1)C1CCCO1 (stereo not given)	i	-14
CS(=O)(=O)N(CC(=O)NCCC1=CCCCC1)c1cccc([N+](=O)[O-])c1	i	-27
Cc1cccc(NS(=O)(=O)c2cc(C(=O)N3CCc4ccccc4C3)ccc2Cl)c1C	i	16
O=C(NC1CCCCC1)C(c1ccc(F)cc1)N(Cc1ccccc1)C(=O)CN1C(=O)c2ccccc2S1(=O)=O (stereo not given)	i	-17
CSCCC1C(C#N)=C(N)Oc2n[nH]c(-c3cccs3)c21 (stereo not given)	i	-37
Cc1nn(CCO)c2c1C(=O)CCC2	i	-25
COc1cc2c(cc1OC)CN(C(=O)CSc1nnc(C)s1)CC2	i	-23
O=C(NCC(=O)N(Cc1ccco1)C(C(=O)NC1CCCC1)c1cccnc1)c1ccco1 (stereo not given)	i	-13
COc1ccc(-c2nc(CS(=O)CC(=O)NC3CCC(C)CC3)c(C)o2)cc1OC (stereo not given)	i	-26
CC(C)Oc1ccc(C(=O)Nc2ccc(Cl)c(S(=O)(=O)Nc3ccc(Cl)cc3)c2)cc1	i	-9
COc1ccc(C(=O)N(NC(=O)Oc2ccccc2)C(C)(C)C)cc1	i	-10
CN1CCC(=O)N(CCSc2ccc(Br)cc2)CC1	i	-18
CCNc1sc(C(=O)c2cccs2)c(N)c1C#N	i	-16
Cc1[nH]c2ccccc2c1SCCNC(=O)c1ccc(Br)o1	i	24
CC1(C)CC(=O)C=C(Nc2ccc(F)cc2F)C1	i	-20
CCOc1cccc2sc(N(CCN(C)C)C(=O)c3ccc4c(c3)OCCO4)nc12	i	-21
Cn1c(-c2ccccc2Br)n[nH]c1=S	i	-7
COc1ccc2[nH]cc(CCNS(=O)(=O)c3ccc(NC(C)=O)cc3)c2c1	i	-23
N/C(=N\OC(=O)Cc1ccc([N+](=O)[O-])cc1)c1cccc(Br)c1	i	8
O=C(NNS(=O)(=O)c1ccccc1)c1ccncc1	i	-7
COc1ccc(/C=C2\SC(=O)N(CC(=O)NNC(=O)c3ccccc3O)C2=O)cc1OC	i	-3
Cc1ccccc1C(=O)N/C(=C/c1ccc(-c2cccnc2Cl)o1)C(=O)NCCCN1CCN(C)CC1	i	-23

# An excerpt of these results, field by field.
> Cc1[nH]c2ccccc2c1SCCNC(=O)c1ccc(Br)o1
  CHT PAM: i
  OX1R antagonist: 24

> CC1(C)CC(=O)C=C(Nc2ccc(F)cc2F)C1
  CHT PAM: i
  OX1R antagonist: -20

# The results go on:
SMILES	CHT PAM	OX1R antagonist
COc1cccc(OCCCn2cc(/C=C3/C(=N)N4C=C(C)SC4=NC3=O)c3ccccc32)c1	i	-13
COc1cc(CNC(C)c2ccccc2)cc(Br)c1OCc1ccccc1 (stereo not given)	i	46*
Cc1ccc2c(c1)N(CC(=O)NCc1cccs1)C(=O)CO2	i	-10
O=C(NC12CC3CC(CC(C3)C1)C2)C1CC(=O)N(c2ccccc2)C1 (stereo not given)	i	-17
COc1ccc(NS(=O)(=O)c2ccc(C)c(NC(=O)NC3CCCCC3)c2)cc1	i	-20
CN(C)c1nc(N)nc(CSc2nc3c(c(=O)n(C)c(=O)n3C)n2Cc2ccccc2F)n1	i	-2
COc1cccc2sc(NC(=O)c3ccc(Br)s3)nc12	i	-36
CCOC(=O)C1(CCOc2ccccc2)CCN(Cc2ccncc2)CC1	i	-27
Fc1cccc(F)c1CSc1nc2ccccc2[nH]1	i	-14
COc1ccccc1COCC(O)CNCC1(N2CCCCC2)CCCCC1 (stereo not given)	i	-17
CCC1CN(C(=O)N2CCC(C(=O)NCCc3ccc(OC)cc3OC)CC2)c2ccccc2O1 (stereo not given)	i	-33
COc1ccc(S(=O)(=O)N2CCC(C(=O)Nc3ccccc3C)CC2)c2cccnc12	i	-15
CCn1c(C)c(/C=N/Nc2nc3ccccc3s2)c2ccccc21	i	-28
Cc1ccc(C(=O)NCC2CCCN2S(=O)(=O)c2cccs2)cc1C (stereo not given)	i	-18
c1cnc2cc(-c3ccsc3)ncc2c1	/	11
O=C(COC(=O)c1ccc(CO)cc1)Nc1ccc(OC(F)F)cc1	i	5
O=C(O)c1cccc(N2C(=O)CSC2=S)c1	i	-10
CC(C)[C@H]1COCCS(=O)(=O)N1Cc1ccccc1-c1ccccc1	/	-11
CC(C)/C=N\NC(=O)CCCCC(=O)N/N=C/C(C)C	i	-7
CC(=O)Nc1ccccc1NC(=O)CN(C)S(=O)(=O)c1ccc(C)cc1	i	-21

# Shown with two lines to a compound: entries from further up
# Below each compound – CHT PAM	OX1R antagonist
CC(C)Oc1ccc(C(=O)Nc2ccc(Cl)c(S(=O)(=O)Nc3ccc(Cl)cc3)c2)cc1
→ i	-9
c1cnc2cc(-c3ccsc3)ncc2c1
→ /	11
CC(C)(C)c1cc(NS(=O)(=O)c2ccc3c(c2)OCCO3)on1
→ i	3
CCOC(=O)C1(CCOc2ccccc2)CCN(Cc2ccncc2)CC1
→ i	-27
Cc1nn(CCO)c2c1C(=O)CCC2
→ i	-25
CCNc1sc(C(=O)c2cccs2)c(N)c1C#N
→ i	-16

# Additional records follow.
SMILES	CHT PAM	OX1R antagonist
C/C(=N\NC(=O)CN(c1ccccc1Br)S(C)(=O)=O)c1ccc2c(c1)OCCO2	i	-16
CC(C)NC(=NCc1ccc(Cl)cc1Cl)Nc1ccccc1	i	-18
Cc1ccc(/C=N/NC(=O)C(=O)N/N=C/c2ccc(C)o2)o1	i	-16
Cc1ccc(CSc2n[nH]c(N)n2)cc1	i	-1
CCCC(c1nnnn1Cc1ccco1)N1CCN(C(=O)c2ccco2)CC1 (stereo not given)	i	-2
COc1ccc(CCNC(=O)CSC2=NS(=O)(=O)c3cc(Cl)ccc3N2)cc1OC	i	-7
O=c1c2ccccc2c2ccccc2c(=O)n1Cc1cccnc1	i	-13
O=C(NCCCN1CCCCC1)C1CCC(CNS(=O)(=O)c2cccc3nsnc23)CC1 (stereo not given)	i	-5
Cc1ccc2nc3c(nc2c1C)CCCC3	i	-18
CCOc1ncccc1C(=O)Nc1cccc(-c2nc3cccnc3s2)c1	i	8
O=C(Cn1cc(C(=O)COc2ccccc2)c2ccccc21)NCc1ccco1	i	1
COc1ccc(C2Nc3ccccc3C(=O)N2NS(C)(=O)=O)cc1 (stereo not given)	i	-18
Cc1cnc(CNC(=O)c2ccc3oc(C(C)C)nc3c2)[nH]1	i	-9
COc1ccc(-c2nn(CCC#N)cc2/C=N/O)cc1	i	-12
Nc1nc(N)nc(-c2cc(F)ccc2O)n1	/	-6
COc1ccc(CCNC(=O)C2CCCN(S(C)(=O)=O)C2)cc1 (stereo not given)	i	-17
CCCC(=O)Nc1cc(C(F)(F)F)ccc1N1CCOCC1	i	-20
Cc1ccc(-c2ocnc2C(=O)Nc2ccccc2C(=O)N2CCCC2)cc1	i	2
